# Source: PubChem
# STEP inh = STEP phosphatase inhibitors, primary screen, biochemical, fluorescence intensity, uHTS; recombinant STEP, OMFP fluorogenic substrate; inhibition, % at 20 µM; AID 588621, 2011; 0.25% of 360,000 active; Tyrosine-protein phosphatase non-receptor type 5 (Homo sapiens), P54829;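 active = inhibition at 20 µM, scaled per plate between control wells, above about 37%, limit read from the data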;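 also: 0% = DMSO with enzyme and substrate and 100% = substrate only without enzyme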
#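 Test system: STEP tyrosine phosphatase / Reagent: OMFP at 25 µM / Doses: 20 µM, 1% DMSO / Read-out: percent inhibition scaled to no-enzyme and uninhibited-enzyme controls, plate-pattern corrected / Detection: FITC-channel fluorescence of OMFP product / Medium: Bis-Tris buffer pH 6.0, 2.5 mM DTT, 0.005% Tween 20 / Schedule: 20 min at room temperature, dark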
# NRP1-CendR mod = modulators of CendR peptide binding to NRP-1, primary screen, biochemical, fluorescence polarization, uHTS; Neuropilin-1 (Homo sapiens), O14786; FAM-RPARPAR peptide binding to NRP-1; inhibition, % at 25 µM; 0.85% of 360,000 active; AID 602438, 2012;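 active = inhibition or corrected inhibition above about 18%, plus a signal ratio from 0.5 to 1.5, limit read from the data, passing the limit was not always enough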; also: strong numbers were not always called active
# Scp-1 inhibitor = Scp-1 phosphatase inhibitors, primary screen, biochemical, colorimetric, uHTS; Carboxy-terminal domain RNA polymerase II polypeptide A small phosphatase 1 (Homo …; 0.88% of 340,000 active; inhibition, % at 20 µM; Recombinant Scp1, phosphopeptide, malachite green phosphate absorbance;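 active = inhibition above about 50% at 20 µM, limit read from the data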;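 also: plate controls were DMSO wells with enzyme for no effect and wells lacking enzyme for full effect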
# Target sequence (Q9GZU7 76-261 limits assumed): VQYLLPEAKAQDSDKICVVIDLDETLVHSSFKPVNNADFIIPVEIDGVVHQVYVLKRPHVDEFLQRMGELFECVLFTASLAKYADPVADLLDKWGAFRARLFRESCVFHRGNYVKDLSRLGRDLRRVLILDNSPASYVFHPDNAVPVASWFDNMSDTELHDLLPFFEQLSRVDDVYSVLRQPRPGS
#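 Material: truncated SCP-1 phosphatase (76-261aa) / Buffer or medium: 50 mM Tris acetate pH 5.5, 0.005% Tween-20, 10 mM MgCl2 / Compound dosing: one concentration, 20 µM, with 1.0% DMSO / Incubation: 45 min room-temperature reaction, 5 min colour, 30 min stabiliser / Detection: colorimetric free-phosphate detection, absorbance 630 nm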
# LMPTP inh = LMPTP phosphatase inhibitors, primary screen, biochemical, fluorescence intensity, uHTS; Low molecular weight phosphotyrosine protein phosphatase (Homo sapiens), P24666; AID 651560, 2012; recombinant LMPTP-A, OMFP fluorogenic substrate; inhibition, % at 20 µM; 0.22% of 360,000 active;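 active = compounds that cut the enzyme signal by at least half of the control window in the single-dose screen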;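 also: plate controls were DMSO wells with enzyme plus substrate for no effect and substrate without enzyme for full effect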
#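 test system = LMPTP-A | amount = 0.625 nM LMPTP-A final | reagent = fluorogenic phosphatase substrate OMFP at 400 µM final | incubation = 50 min at room temperature | benchmarks = no-enzyme low control, uninhibited high control | medium = Bis-Tris pH 6.0, DTT, detergent | signal = fluorescence intensity of OMFP turnover product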
# eLon inh = inhibitors of E. coli Lon protease, primary screen, biochemical, fluorescence polarization; P0A9M0; purified E. coli Lon protease; inhibition, % at 7.94 µM; 0.42% of 360,000 active; in the data active = inhibition above about 13%, passing the limit was not always enough;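 also: 0% = enzyme with probe and DMSO and 100% = no enzyme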
# Target sequence (P0A9M0 whole entry, looked up): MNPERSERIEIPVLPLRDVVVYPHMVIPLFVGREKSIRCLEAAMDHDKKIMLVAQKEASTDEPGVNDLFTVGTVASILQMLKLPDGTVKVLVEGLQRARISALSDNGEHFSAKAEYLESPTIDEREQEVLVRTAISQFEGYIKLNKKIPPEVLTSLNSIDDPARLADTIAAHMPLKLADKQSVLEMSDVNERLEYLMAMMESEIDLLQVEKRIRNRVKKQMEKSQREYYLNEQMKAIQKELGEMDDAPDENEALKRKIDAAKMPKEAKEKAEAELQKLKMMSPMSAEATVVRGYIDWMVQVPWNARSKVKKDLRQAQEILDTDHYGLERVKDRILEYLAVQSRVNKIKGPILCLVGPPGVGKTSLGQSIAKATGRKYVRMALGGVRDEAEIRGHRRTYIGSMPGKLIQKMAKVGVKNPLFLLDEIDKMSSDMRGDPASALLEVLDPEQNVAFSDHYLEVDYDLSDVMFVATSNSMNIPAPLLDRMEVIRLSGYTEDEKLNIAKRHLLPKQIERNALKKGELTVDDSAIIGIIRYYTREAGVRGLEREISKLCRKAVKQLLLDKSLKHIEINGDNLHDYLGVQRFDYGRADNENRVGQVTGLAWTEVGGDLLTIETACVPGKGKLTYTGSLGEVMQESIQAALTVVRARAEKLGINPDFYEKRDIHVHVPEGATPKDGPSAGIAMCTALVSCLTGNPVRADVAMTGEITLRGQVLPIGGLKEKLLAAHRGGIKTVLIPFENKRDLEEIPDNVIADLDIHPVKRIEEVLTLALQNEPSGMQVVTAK
# DNMT1 inh = human DNMT1 methyltransferase inhibitors, primary screen, biochemical, molecular beacon, fluorescence, HinP1I cleavage, uHTS; DNA (cytosine-5)-methyltransferase 1 (Homo sapiens), P26358; inhibition (reported as % activation of signal), % at 10 µM; 0.83% of 360,000 active; in the data active = inhibition above about 50%
# bovine MsrA act = bovine MsrA enzyme activators, primary screen, biochemical, absorbance, HTS; Methionine sulfoxide reductase A (Bos taurus); purified bovine MsrA, absorbance read-out; activation, % at 10.6 µM; 0.3% of 360,000 active; in the data active = activation above about 7.5%;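 also: 0% = vehicle and 100% = reference activator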
# TbMetRS inhib = T. brucei MetRS inhibitors, primary screen, biochemical, luminescence | methionyl-tRNA synthetase (Trypanosoma brucei brucei) | purified T. brucei MetRS, ATP depletion, Kinase-Glo luminescence | inhibition, % at 11.9 µM | 0.4% of 360,000 active | AID 624268, 2012;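 active = inhibition above a per-plate cutoff of the control wells' mean inhibition plus 3 SD, cut at about 5.5% in these data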;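 also: 0% = DMSO wells median and 100% = median of wells with control inhibitor compound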
#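 Material: T. brucei methionyl-tRNA synthetase, purified; reagent: substrates ATP, L-methionine and bulk Escherichia coli tRNA; dosing: 11.9 µM single point; timing: 15 min plus 2 h at 25 °C; detection: luminescence of leftover ATP; evaluation: % inhibition; control set: DMSO-only wells as low control; replicates: singlicate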
# MsrA inh = bovine MsrA enzyme inhibitors, primary screen, biochemical, absorbance, HTS; inhibition, % at 15.5 µM; purified bovine MsrA, absorbance read-out; Methionine sulfoxide reductase A (Bos taurus); AID 651718, 2012; 0.75% of 360,000 active; in the data active = inhibition above about 4.5%;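 also: 0% = vehicle wells with enzyme and 100% = reference inhibitor wells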
# SUMO1-SIM PPI = modulators of SUMO1 protein-protein interactions, primary screen, biochemical, uHTS | AID 602429, 2012 | Small ubiquitin-related modifier 1 (Homo sapiens), P63165 | inhibition, % at 20 µM | SUMO1 binding to a labelled peptide, TR-FRET, 1 h | 0.33% of 360,000 active; in the data active = inhibition above about 37%
# Numbers without * were called inactive; / = not tested or not shown.
nr	structure	STEP inh	NRP1-CendR mod	Scp-1 inhibitor	LMPTP inh	eLon inh	DNMT1 inh	bovine MsrA act	TbMetRS inhib	MsrA inh	SUMO1-SIM PPI
1	CCc1c(-c2ccccc2)nc2nc(C)c(C)nn12	2	-14	3	-1.6	-2	-7	-8	-0.6	-0.6	-12
2	CCC(C)C(NC(=O)C1CCC(C)CC1)C(=O)NC(CCSC)C(=O)OC (centres undefined)	-1	-2	3	-1.4	-4	4	-12	-1.2	-0.4	0
3	Cc1cccc(Cc2cnc(NC(=O)CN3C(=O)/C(=C/c4ccccc4)SC3=S)s2)c1	0	-16	3	0.1	-4	-10	3	-1.2	0.7	-9
4	COc1ccc(CN(C)C(=O)c2ccc(Cl)c(S(=O)(=O)NCc3cccnc3)c2)cc1F	-2	4	-6	-1.2	-6	-2	-2	-0.2	-0.1	4
5	CC(=O)c1ccc(OCCCC(=O)OCc2nnc(-c3ccc(Cl)cc3)o2)cc1	2	10	-6	1.1	-5	-3	-2	-0.4	0.8	4
6	O=C(N/N=C/c1ccccc1Cl)c1ccc(F)cc1	0	-10	-2	-0.8	-1	-1	-4	0.0	1.4	-8
7	Cc1cc(C)nc(SCCn2c(N3CC(C)OC(C)C3)nc3c2c(=O)n(C)c(=O)n3C)n1 (centres undefined)	-3	-3	-4	-0.8	0	0	-3	-0.5	0.2	3
8	Cc1ccc(C)c(S(=O)(=O)N2CCC(c3nc4c(nnn4Cc4ccc5c(c4)OCCO5)c(=O)[nH]3)CC2)c1	2	2	-8	4.6	-3	-16	-2	0.6	0.9	2
9	CCNC(=S)N/N=C/c1cccc(OCc2c(F)cccc2Cl)c1	1	-12	-2	1.7	-4	-4	-6	-0.3	2.1	0
10	C=CC[n+]1c(C)csc1Nc1ccc(C)cc1	-2	6	5	1.2	-2	-1	-3	0.0	1.9	1
11	Cc1ccc(C(=O)NCCCNC(=O)c2ccccc2C)cn1	2	2	-1	-0.5	3	1	-3	0.0	0.2	-4
12	CCOc1ccccc1-c1ccc(C(=O)NCc2ccc(Cl)cc2)o1	/	7	/	6.4	3	/	-4	0.4	1.9	2
13	O=C(NC1CCCCC1)/C(=N\O)c1ccccn1	-22	0	0	-1.1	5	1	-7	-0.9	0.0	4
14	CCCCn1c(NC(C)=O)c(C#N)c2nc3ccccc3nc21	1	-22	-1	0.6	23*	-18	5	-0.3	2.3	12
15	CCCCSc1nc(C)[nH]c1[N+](=O)[O-]	1	3	-9	-1.0	0	-3	-12	-0.4	-0.6	-15
16	COC(=O)[C@]12CCCCC=C1N(Cc1cccc3ccccc13)C(=O)[C@H](CC(=O)NCC13CC4CC(CC(C4)C1)C3)C2	/	-4	/	3.6	5	/	-9	-0.7	0.2	4
17	COc1ccc(-c2nc(CS(=O)(=O)CC(=O)NCc3cccc(Br)c3)c(C)o2)cc1	7	-24	-9	3.2	-14	44	-3	-0.1	-1.3	2
18	CCOC(=O)c1c(C)nc2sc3c(=O)n(-c4ccc(C)cc4)cnc3c2c1-c1ccc(OC)cc1	-4	3	-5	-0.9	-1	9	-2	-0.1	0.0	40*
19	N/C(=N\OS(=O)(=O)c1ccc(Cl)cc1)c1ccccn1	1	4	-10	0.0	-2	7	1	-0.1	-0.5	1
20	CC[C@]12C(=O)N(C)C[C@H]([C@@H]3C(=O)N(Cc4ccccc4)C(=O)[C@@H]31)N2C(=O)c1ccc(Br)cc1	-2	-12	-6	0.5	-3	1	0	-0.7	0.4	2
21	Cc1nnsc1C(=O)NNc1ccc(C(C)C)cc1	-1	-7	-10	-2.3	3	1	4	-0.3	1.2	3
22	CC(C)CCNC(=S)Nc1ccc([N+](=O)[O-])cc1	3	-10	-5	0.2	-3	-1	-4	0.3	0.1	-22
23	CC1CCCCN1CCNS(=O)(=O)c1ccc2c(c1)oc(=O)n2C (centres undefined)	-10	5	10	0.2	-6	1	1	-0.1	0.6	-4
24	COc1cc(OC)cc(C(=O)NC(C(=O)N2CCC2)C(C)C)c1 (centres undefined)	1	-3	2	-0.2	-4	7	-7	-0.6	-0.2	2
25	CCN(C(=O)CSc1nc2cc(S(=O)(=O)N(CC)CC)ccc2o1)C1CCS(=O)(=O)C1 (centres undefined)	19	-3	-5	0.7	-1	1	-3	0.0	0.6	3
26	C#CC[N+]1(CC#Cc2ccccc2)CCOCC1	-3	2	-2	-0.1	1	4	-13	-3.2	-1.2	2
27	O=C(Nc1cnccn1)c1ccc(F)cc1Cl	-2	-3	-1	-1.6	-11	2	-1	-1.0	0.4	0
28	Cc1cc2nc3n(c2cc1C)CCCN3	-1	2	-5	-0.4	-8	1	-3	-0.5	-0.9	6
29	CC(=O)c1ccc(-c2cnc3c(NC=O)cc(-c4ccc(S(C)(=O)=O)cc4)cn23)cc1	0	-29	/	4.5	-10	-8	-4	0.9	1.1	-31
30	COc1cc(/C=C2/C(=O)NN(c3cccc(Cl)c3)C2=O)cc(Br)c1O	8	-283	3	3.9	-69	1	-12	-0.7	2.1	-28
31	COc1cccc(NC(=O)c2ccccc2-c2nc(-c3cccc(C)c3)no2)c1	0	-5	-21	5.3	-12	-9	0	0.0	0.3	-2
32	CCC(C)c1ccccc1O (centres undefined)	1	4	-6	-1.4	2	1	-2	-0.6	0.0	10
33	COc1ccc(CCN(C)CCC(=O)Nc2ccc(C)cc2)cc1OC	0	-6	-6	-1.4	4	1	-4	0.3	-0.5	-1
34	O=C(NNS(=O)(=O)c1ccc(F)cc1)C1CC(c2cccnc2)=NO1 (centres undefined)	-1	14	-6	-1.4	-2	0	-1	0.0	-0.3	1
35	COc1ccccc1COC(=O)C(NC(=O)c1ccc(C)cc1)C(C)C (centres undefined)	-3	-2	-11	1.2	-8	0	-3	0.4	-0.2	4
36	COCCCNC(=S)N1CCCN(c2nc3c(C)c(C)ccc3cc2C#N)CC1	-6	8	-4	0.3	-3	-3	-1	-0.3	0.5	-5
37	O=C(CCN=C1NS(=O)(=O)c2ccccc21)NCc1ccccc1F	-3	7	-21	-7.2	-12	-7	-4	-0.2	0.0	-24
38	CN(CC1CCCO1)S(=O)(=O)c1ccc(C(=O)NCc2ccccc2)cc1 (centres undefined)	1	3	-10	-1.1	4	2	-2	-0.1	0.2	0
39	O=c1cc(CSc2ccc([N+](=O)[O-])cc2)nc2sccn12	1	16	-7	-0.6	4	1	-4	0.2	1.4	-22
40	COc1cccc(NC(=O)N2CCc3ccccc3C2)c1	2	10	5	-1.6	-7	0	-3	-0.3	0.5	5
41	Cc1ccc(NC(=O)C(C)N2CCOCC2)c(C(=O)c2ccccc2)c1 (centres undefined)	-4	12	1	-0.8	2	2	2	-0.2	0.0	3
42	COc1cccc2cc(-c3nnc(SCC(=O)NCc4ccccc4)n3C)oc12	-1	-5	1	-0.7	1	-1	-3	-0.5	0.4	1
43	CC(C)c1ccc(Nc2nc(Cl)nc(NCCO)n2)cc1	-4	10	-10	-0.8	1	-2	-3	0.0	0.8	0
44	O=C1c2[nH]nc(-c3ccccc3O)c2C(c2cccc(O)c2)N1Cc1ccco1 (centres undefined)	7	-1	-7	0.4	6	-13	0	-0.1	0.1	4
45	Cc1nc2sc(C)c(C)c2c(=O)o1	1	-7	-5	-0.3	1	-2	0	0.4	-0.1	2
46	COc1cc(C(=S)NC2CCCCC2)ccc1O	2	3	-7	-0.1	12	-5	-6	-0.1	1.3	39
47	Cc1onc(-c2c(Cl)cccc2Cl)c1C(=O)NCCN1CCOCC1	0	-5	-3	-1.3	-1	1	-2	-0.2	-1.2	-2
48	CC1(C)Cc2c(C#N)c(N3CCOCC3)nc(Cc3ccccc3)c2CO1	-2	14	-4	0.9	-1	-3	-3	-0.6	1.2	0
49	CC(C)CCn1c(N2CCCC2)nc2c1c(=O)[nH]c(=O)n2C	3	24*	0	-1.8	1	1	-3	-0.3	0.5	0
50	Cc1nn(-c2cccc(C(F)(F)F)c2)c(=O)c2noc(C)c12	0	8	-7	-1.0	-2	0	-2	-0.8	0.4	1
51	O=C(Cn1cnc2cc([N+](=O)[O-])ccc2c1=O)N(Cc1ccccc1)C1CCS(=O)(=O)C1 (centres undefined)	3	9	-1	1.6	4	-4	0	-0.3	1.3	-21
52	Clc1ccc(-n2ncc3c(NCC4CCCO4)ncnc32)cc1 (centres undefined)	-2	-12	-2	-0.7	-1	-2	-5	-0.8	-0.3	4
53	Cc1cc(SC#N)cc(C)c1NC(=O)CCl	2	6	-4	-1.0	2	-1	5	0.1	-0.1	5
54	CCN(CC)S(=O)(=O)c1ccc2c(c1)N(CC(=O)Nc1cccnc1Cl)C(=O)CO2	0	10	11	0.6	-5	0	-3	-0.6	-0.5	2
55	Nc1nnc(-c2cn(-c3ccccc3)nc2-c2ccc(Cl)cc2)o1	-1	1	-6	2.2	1	3	-3	0.4	-0.2	9
56	CC(C)Oc1ccc2ccccc2c1CNC[C@H]1O[C@@H](n2ccc(=O)[nH]c2=O)[C@H](O)[C@@H]1O	1	0	/	-1.1	-11	-2	-4	-0.6	0.5	-2
57	COc1ccc(Cc2noc(CN3CCCC(OCc4ccccn4)C3)n2)cc1OC (centres undefined)	-2	16	-9	-0.8	-3	-3	-5	-1.1	1.4	-2
58	O=C(Cc1cccc(C(F)(F)F)c1)NCC(=O)Nc1cc(Cl)ccc1Cl	1	-4	-10	1.7	-8	2	-2	1.1	-0.1	-1
